Y pestis TopoI: inhibitors of Yersinia pestis topoisomerase I | activity, % at 10 µM | actives 0.064% (n = 360,000) | AID 504884 | Y. pestis Topo-I cleavage product accumulation, plate reader; in the data active = activity above about 50%, passing the limit was not always enough; also: inactives centre near 2
Rv3671c inh: inhibitors of M. tuberculosis serine protease Rv3671c | P9WHR9 | inhibition, % at 5.96 µM | actives 0.048% (n = 320,000); in the data active = inhibition above about 38%;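 also: extracellular domain of Rv3671c used as enzyme; 0% = enzyme with DMSO and 100% = no enzyme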
Target sequence (P9WHR9 whole entry, looked up, the tested form may be a part): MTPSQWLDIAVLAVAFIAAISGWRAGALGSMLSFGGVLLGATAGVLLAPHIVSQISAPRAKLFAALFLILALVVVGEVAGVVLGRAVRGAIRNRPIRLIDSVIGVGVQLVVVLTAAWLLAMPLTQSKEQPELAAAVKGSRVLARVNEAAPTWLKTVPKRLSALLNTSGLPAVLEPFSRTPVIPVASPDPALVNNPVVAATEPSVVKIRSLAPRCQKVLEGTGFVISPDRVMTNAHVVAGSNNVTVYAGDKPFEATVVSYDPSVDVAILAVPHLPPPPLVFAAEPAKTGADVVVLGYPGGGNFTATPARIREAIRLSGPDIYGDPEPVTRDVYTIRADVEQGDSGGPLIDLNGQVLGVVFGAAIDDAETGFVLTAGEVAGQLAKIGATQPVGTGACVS
BH1578 lux ind: induces V. cholerae light production without autoinducers; V. cholerae BH1578 lux reporter, luminescence, 6 h; activation, % at 18.7 µM; actives 0.16% (n = 350,000); in the data active = activation mostly above about 9.7%, no sharp cut-off; also: not every result past the cut was called active; inactives centre near 0; reference of the scale not given here
3CLpro inhibitor: SARS-CoV 3CLpro protease inhibition. recombinant SARS-CoV 3CLpro, quenched FRET peptide cleavage. P0C6X7. actives 0.14% (n = 290,000). inhibition, % at 6 µM; in the data active = inhibition above about 12%
CCHF vOTU inh: blocks the CCHF virus ovarian tumor domain protease; CCHFV vOTU protease, Pep-AMC fluorescence; inhibition, % at 11.5 µM; actives 0.55% (n = 370,000); AID 651958; in the data active = inhibition above about 30%; also: 0% = vehicle wells with enzyme and 100% = no enzyme wells
MazF activator: activators of E. coli MazEF toxin-antitoxin RNase; FAM/BHQ RNA-DNA oligo cleavage fluorescence, 5 h; actives 0.32% (n = 350,000); P0AE70; AID 504720; activation, % at 20 µM; in the data active = activation above about 50%
Target sequence (P0AE70 whole entry, looked up): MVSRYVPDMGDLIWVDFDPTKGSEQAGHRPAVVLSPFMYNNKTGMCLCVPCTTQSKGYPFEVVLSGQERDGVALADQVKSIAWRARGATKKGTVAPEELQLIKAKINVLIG
TcdB inh: blocks C. difficile toxin B glycohydrolase activity. P18177. TcdB glycohydrolase enzymatic assay, plate reader. inhibition, % at 9.99 µM. actives 0.24% (n = 350,000). AID 652162; in the data active = inhibition above about 10%
DUSP3 inh: DUSP3 (human) phosphatase inhibition. P51452. recombinant VHR phosphatase, pNPP absorbance. inhibition, % at 13.3 µM. actives 0.52% (n = 290,000). AID 1654; in the data active = inhibition above about 50%; also: some compounds called inactive have numbers as strong as hits
Target sequence (P51452 whole entry, looked up): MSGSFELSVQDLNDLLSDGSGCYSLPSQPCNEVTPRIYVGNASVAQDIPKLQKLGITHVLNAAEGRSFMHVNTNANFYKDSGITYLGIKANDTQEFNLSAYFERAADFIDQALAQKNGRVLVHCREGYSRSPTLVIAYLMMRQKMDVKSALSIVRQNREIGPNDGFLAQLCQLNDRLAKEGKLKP
SSB-PriA inh: blocks PriA binding to SSB C-terminal tail | actives 0.6% (n = 430,000) | AlphaScreen SSBct-PriA binding, biotinylated peptide | inhibition, % at 33 µM; in the data active = inhibition mostly above about 37%, no sharp cut-off; inactive = mostly below about 20%;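 also: plate controls were negative control peptide for no effect and reference peptide for full effect; strong numbers were not always called active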
PrPC surface inh: reduces human prion protein on the cell surface; P04156; cell surface PrPC, TR-FRET read-out; inhibition, % at 13.8 µM; actives 0.43% (n = 370,000); in the data active = inhibition above about 24%; also: 0% = median of the test wells and 100% = reference compound wells
* hit, by the source's call; i = inactive; · = no result given; & = joins results of further samples; ! = a repeat was not active. An excerpt; the hit share may differ from the screen's.

SMILES	Y pestis TopoI	Rv3671c inh	BH1578 lux ind	3CLpro inhibitor	CCHF vOTU inh	MazF activator	TcdB inh	DUSP3 inh	SSB-PriA inh	PrPC surface inh
O=C(Nc1ccc(N2CCOCC2)cc1)C1CCCN(S(=O)(=O)c2ccccc2)C1 (stereo unspecified)	7.2	-0.6	3.6	5.2	-0.2	1.3	·	25.4	7.2	14.9
O=C(O)/C=C/C(=O)Nc1ccccc1C(=O)Nc1ccccc1	4.5	9.6	3.0	2.4	-15.1	1.9	·	18.7	-4.4	-6.4
CN(Cc1ccccc1)Cc1nc2c(c(=O)n(C)c(=O)n2C)n1Cc1ccc(Cl)cc1	16.4	2.8	-0.4	5.9	1.0	-7.6	·	5.6	-17.2	3.5
Cc1c(O[C@@H]2O[C@H](CO)[C@@H](O)[C@H](O)[C@H]2O)ccc2c1oc(=O)c1ccccc12	-9.6	·	-0.2	0.6	-108.8	1.5	-2.9	17.2	5.8	5.6
O=C(O)c1ccc(CS(=O)(=O)Cc2ccccc2F)o1	-7.9	1.6	2.7	0.2	-15.8	-2.1	0.9	27.1	-3.7	-5.8
CCOC(=O)c1c(C)nc2sc3c(=O)n(-c4ccc(C(C)=O)cc4)nnc3c2c1-c1ccc(OC)cc1	38.9	-3.5	i	-1.9	0.4	-4.3	·	0.0	12.7	-6.1
CCN(CC)S(=O)(=O)c1ccc2oc(SCC(=O)Nc3cc(C)on3)nc2c1	1.6	0.8	i	·	-2.8	·	-0.8	·	-3.6	2.6
CN(C)S(=O)(=O)c1cccc(NC(=O)CO/N=C(\N)c2ccccc2)c1	-7.8	5.9	i	·	-7.3	2.4	-0.4	·	i	3.1
CCN(CC)CCN=Cc1c(O)n(Cc2ccccc2)c(=O)[nH]c1=O	4.7&-0.5	0.9&-1.7	0.9&-0.4	1.1&3.5	5.4&2.7	0.3&-39.6	0.3	22.4&-1.3	-1.6&-5.2	0.8&-7.2
CCN1C(=O)[C@@H]2[C@@H](c3ccc(-c4ccccc4)cc3)N3CCC[C@@]3(C(=O)OC)[C@@H]2C1=O	12.5	-6.4	i	·	-4.4	-9.6	0.6	·	15.9	-5.4
O=C(CN1CCN(c2ccc(F)cc2)CC1)c1cccs1	-7.7	3.1	i	-0.4	1.4	-2.9	-1.3	28.4	-5.2	3.4
COc1ccc(OC)c(NC(=O)c2cc3n(n2)C(C(F)(F)F)CC(c2ccc4c(c2)OCO4)N3)c1 (stereo unspecified)	-11.8	-12.1	-0.3	2.9	8.0	-2.3	·	-18.3	25.6	9.8
O=C(O)c1ccc(NC(=S)NC(=O)C(c2ccccc2)c2ccccc2)cc1	-4.9	-4.0	i	2.2	12.6	1.1	-1.8	63.3	-0.3	11.8
O=C(Cc1ccc(Cl)cc1)N/N=C/c1cccc(O)c1	-10.4	-14.5	1.3	-2.1	1.0	2.7	0.8	24.0	·	1.9
Nc1[nH]c(=O)[nH]c(=O)c1N=Nc1cccc(Cl)c1	1.7	-10.3	i	-0.9	1.6	10.6	-0.1	11.1	-10.1	7.1
CN(C)CCCNC(=O)CC1C[C@H](C(=O)N2CCOCC2)[C@@]2(CCC3CCCC3)c3[nH]c4ccccc4c3CCN2C1=O (stereo partly specified)	-6.9	6.7	2.0	·	12.4	21.7	-0.7	·	-11.3	1.4
COc1ccc(-n2ccnc2SCC(=O)Nc2cc(C)on2)cc1	-8.6	0.4	i	1.0	6.9	2.6	0.3	-1.6	-1.0&-2.2	2.8
CSCCC(NC(=O)c1cc(C(C)(C)C)oc1C)C(=O)O (stereo unspecified)	5.1	7.5	-7.1	4.2	9.1	-5.1	1.7	17.0	0.4	1.1
Cc1c(C(=O)N(C)C)sc(NC(=O)c2cccc([N+](=O)[O-])c2)c1C#N	-3.6	-3.0	i	4.9	6.0	1.9	·	8.4	-6.5	1.0
CCOc1ccc(NC2OC(CO)C(O)C(O)C2O)c([N+](=O)[O-])c1 (stereo unspecified)	11.0	6.3	-0.4	3.6	8.9	10.2	0.6	25.9	5.0	-27.2
O=S(=O)(c1cccs1)N1CN(Cc2cccs2)c2nc3ccccc3nc21	-11.3	-20.7	i	0.5	-1.0	1.6	·	9.7	5.5	9.7
CCOC(=O)C(NC(=O)Nc1ccc(Cl)cn1)(Oc1ccccc1)C(F)(F)F (stereo unspecified)	4.9	-5.7	0.6	-4.5	-8.8	-4.7	1.0	-0.8	-2.5	-4.2
CC(=O)NC1(C(Cl)(Cl)Cl)Oc2ccccc2O1	-9.3	2.7	0.3	4.0	3.8	-8.7	·	10.6	-9.2	2.3
CCN(CC)c1nc2nonc2nc1N(CC)CC	-0.3	2.5	-11.1	6.4	16.8	1.7	·	-1.0	-9.3	-4.2
CCOC(=O)C1CCN(C(=O)C2CCN(S(=O)(=O)N3CCCC3)CC2)CC1	-0.8	5.4	i	-2.7	-1.9	0.6	·	20.0	-2.3	-4.6
CCc1cccc(NC(=O)CC2Oc3ccccc3NC2=O)c1 (stereo unspecified)	-6.5	3.8	-1.9	5.9	-6.9	6.4	0.4	20.7	10.3	1.1
O=C(COc1ccc(S(=O)(=O)N2CCCC2)cc1)N1CCCC1	-0.8	-5.4	-0.3	-2.1	9.7	2.2	1.4	-2.9	-0.6	-7.4
Nc1cccc(/C=C/c2ccncc2)c1	-1.1	0.7	-0.9	1.3	-3.6	4.2	2.0	11.2	-1.6	-4.6
Cc1ccc(S(=O)(=O)Nc2ccc(Cl)cn2)cc1	4.4	2.5	-0.4	-0.5	-14.2	1.9	0.5	17.9	-27.6	1.2
NC(=O)CSc1nnc(COc2ccccc2)n1N	-1.3	-2.0	-0.5	1.9	-3.4	9.9	0.4	18.8	-2.0	-1.1
CCC1(C)OC(=O)NN(c2ccc(C)cc2)C1(C)O (stereo unspecified)	-5.1	3.7	-0.4	5.0	13.1	-8.9	·	-8.5	-14.3	8.2
CCCc1nnc(NC(=O)Cn2c(=O)oc3cc(Br)ccc32)s1	-3.3	0.5	-0.2	5.0	-8.6	-21.1	·	-14.9	-12.9	5.3
CCN(CC)C(=O)c1sc(NC(=S)N2CCN(C(=O)C3CCCO3)CC2)c(C(=O)OC)c1C (stereo unspecified)	12.6	-7.8	i	-0.1	12.7	-4.7	0.1	12.5	5.9	-3.2
CN(c1cccc(NC(=O)c2ccc(Cl)c(S(=O)(=O)N3CCOCC3)c2)c1)S(C)(=O)=O	6.9	·	2.0	-5.4	-2.7	3.0	1.5	-4.0	-7.2	1.2
COc1ccc(N(CCC(=O)Nc2ccccc2F)S(=O)(=O)c2ccc(C)cc2C)cc1	27.6	-10.7	-5.0	·	7.4	-1.3	0.7	·	3.8	2.7
CC(=O)CSc1ncnc2c1oc1ccccc12	-3.9	2.2	i	-3.1	17.2	-12.1	·	0.2	-13.2	17.1
Cn1nc(-c2ccccc2)c(C#N)c1Sc1cccc(Cl)c1	4.1	-2.2	i	3.0	9.3	-2.2	-0.2	13.2	-61.9	-2.6
O=[N+]([O-])c1ccc(-c2ccc(/C=N/Nc3nc(NCc4ccccc4)nc(N4CCOCC4)n3)o2)cc1	-25.1	5.5	-0.4	0.7	23.3	7.2	·	8.5	·	1.6
CS(=O)(=O)c1ccc(C(=O)OCC(=O)NCc2cccs2)cc1[N+](=O)[O-]	-0.3	-1.8	-0.8	·	11.8	-0.8	1.1	·	6.1	-16.0
O=C1C2C3c4ccccc4C(c4ccccc43)C2C(=O)N1c1cccnc1 (stereo unspecified)	2.9	-4.2	-0.3	-5.7	3.8	-2.6	0.6	7.4	0.0&-11.3	-0.7

Laid out differently: results already given.
The line under a structure holds: Y pestis TopoI	Rv3671c inh	BH1578 lux ind	3CLpro inhibitor	CCHF vOTU inh	MazF activator	TcdB inh	DUSP3 inh	SSB-PriA inh	PrPC surface inh
> CCc1cccc(NC(=O)CC2Oc3ccccc3NC2=O)c1 (stereo unspecified)
 : -6.5	3.8	-1.9	5.9	-6.9	6.4	0.4	20.7	10.3	1.1
> Cn1nc(-c2ccccc2)c(C#N)c1Sc1cccc(Cl)c1
 : 4.1	-2.2	i	3.0	9.3	-2.2	-0.2	13.2	-61.9	-2.6
> O=[N+]([O-])c1ccc(-c2ccc(/C=N/Nc3nc(NCc4ccccc4)nc(N4CCOCC4)n3)o2)cc1
 : -25.1	5.5	-0.4	0.7	23.3	7.2	·	8.5	·	1.6
> O=S(=O)(c1cccs1)N1CN(Cc2cccs2)c2nc3ccccc3nc21
 : -11.3	-20.7	i	0.5	-1.0	1.6	·	9.7	5.5	9.7
> Cc1ccc(S(=O)(=O)Nc2ccc(Cl)cn2)cc1
 : 4.4	2.5	-0.4	-0.5	-14.2	1.9	0.5	17.9	-27.6	1.2

Additional results:
SMILES	Y pestis TopoI	Rv3671c inh	BH1578 lux ind	3CLpro inhibitor	CCHF vOTU inh	MazF activator	TcdB inh	DUSP3 inh	SSB-PriA inh	PrPC surface inh
CC1CCN(C(=O)CCCC(=O)O)CC1	6.1	-1.7	i	-2.5	0.7	-0.7	·	4.3	-1.6	-6.6
COc1cc(CNC(=O)CCn2nc(C)c3c(C)n(-c4ccccc4)nc3c2=O)cc(OC)c1OC	-5.6	-6.6	-0.3	-4.5	-11.2	10.0	1.4	19.0	-11.4	2.1
O=[N+]([O-])c1ccccc1CCc1cnc(Cl)s1	-2.8	-1.6	-0.6	-1.1	-6.2	1.0	-0.8	30.8	-2.5	-0.8
COc1ccc2sc(N(CCCN(C)C)C(=O)c3ccc(S(=O)(=O)N4CCCc5ccccc54)cc3)nc2c1	-14.3	-3.4	-1.2	·	2.7	-19.8	1.6	·	36.0*!	-15.8
Cc1cccc(OCCn2cnc(Cl)c2Cl)c1	16.0	18.7	i	2.9	-1.2	-5.2	0.9	17.2	39.9*	-0.7
O=c1[nH]c(=S)[nH]c2nc(-c3cccs3)cc(C(F)(F)F)c12	5.6	-0.6	0.6	-4.5	-5.0	-8.2	-0.6	26.3	-10.4	0.6
Cc1ccc(C)c(S(=O)(=O)N2CCCC2CNC(=O)C(=O)NCc2ccco2)c1 (stereo unspecified)	7.7	-3.1	-0.7	·	-10.1	1.3	-0.5	·	-1.9	4.7
COc1cc(/C=C(\C(=O)O)c2ccc(S(=O)(=O)N3CCCC3)s2)cc(OC)c1	9.7	·	1.7	·	14.3	2.1	0.3	·	-2.5	-1.4

Assay outcomes deposited in PubChem BioAssay by several laboratories.
